JMJD2C inh: inhibitors of GASC-1 histone demethylase, primary screen, biochemical, fluorescence, DELFIA europium; 0.069% of 330,000 active; Lysine-specific demethylase 4C (Homo sapiens), Q9H3R0; inhibition, % at 2.35 µM; GST-JMJD2C(1-420) H3K9me3 demethylation;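 active = more than half of a compound's replicate wells show inhibition beyond 50%, single wells judged on their own value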;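 also: signal counts dimethyl H3K9 product captured on neutravidin plate; 0% = median of DMSO wells and 100% = 0.3 times that DMSO median; strong numbers were not always called active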
PP5 primary: PP5 phosphatase inhibitors, primary screen, biochemical, fluorescence | inhibition, % at 6.7 µM | 0.18% of 320,000 active | purified PP5c, OMFP substrate fluorescence | Serine/threonine-protein phosphatase 5 (Homo sapiens), P53041;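 active = inhibition above the campaign's mean inhibition across all tested compounds plus 3 SD, cut at about 9.5% in these data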;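 also: 0% = DMSO only and 100% = 100 µM cantharidin control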
core dimer inh: inhibitors of HCV core protein dimerization, primary screen, biochemical, TR-FRET, high-throughput. 0.33% of 300,000 active. inhibition, % at 5 µM. TR-FRET GST/Flag-core106 dimerization, 1536-well;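 active = inhibition above the mean of all tested compounds plus 3 SD, set per screening campaign, cut at about 45% in these data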
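System – GST-tagged and Flag-tagged HCV core protein residues 1-106 · Repeats – one well for each compound · Technique – TR-FRET 671 and 617 nm emission · Doses – one concentration, 5 µM, in 0.5% DMSO · Times – 4 h, 22.5 °C incubation · Also added – Eu donor and XL665 acceptor anti-tag antibodies · Measure – percent inhibition of core106 dimerization signal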
GRK2 aptamer HTS: compounds blocking aptamer binding on GRK2 – biochemical, human GRK2, bead flow cytometry, HTS, primary screen. Beta-adrenergic receptor kinase 1 (Homo sapiens), P25098. FAM-aptamer displacement from GRK2. inhibition of aptamer binding, % at 10 µM. 0.59% of 330,000 active. AID 488847, 2010;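 active = inhibition of aptamer binding above 40%, roughly 3 SD of noise, on plates passing a quality check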;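 also: median bead fluorescence of bound FAM aptamer so fluorescent compounds give negative values; no value below 0 was filed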
Target sequence (P25098 whole entry, looked up): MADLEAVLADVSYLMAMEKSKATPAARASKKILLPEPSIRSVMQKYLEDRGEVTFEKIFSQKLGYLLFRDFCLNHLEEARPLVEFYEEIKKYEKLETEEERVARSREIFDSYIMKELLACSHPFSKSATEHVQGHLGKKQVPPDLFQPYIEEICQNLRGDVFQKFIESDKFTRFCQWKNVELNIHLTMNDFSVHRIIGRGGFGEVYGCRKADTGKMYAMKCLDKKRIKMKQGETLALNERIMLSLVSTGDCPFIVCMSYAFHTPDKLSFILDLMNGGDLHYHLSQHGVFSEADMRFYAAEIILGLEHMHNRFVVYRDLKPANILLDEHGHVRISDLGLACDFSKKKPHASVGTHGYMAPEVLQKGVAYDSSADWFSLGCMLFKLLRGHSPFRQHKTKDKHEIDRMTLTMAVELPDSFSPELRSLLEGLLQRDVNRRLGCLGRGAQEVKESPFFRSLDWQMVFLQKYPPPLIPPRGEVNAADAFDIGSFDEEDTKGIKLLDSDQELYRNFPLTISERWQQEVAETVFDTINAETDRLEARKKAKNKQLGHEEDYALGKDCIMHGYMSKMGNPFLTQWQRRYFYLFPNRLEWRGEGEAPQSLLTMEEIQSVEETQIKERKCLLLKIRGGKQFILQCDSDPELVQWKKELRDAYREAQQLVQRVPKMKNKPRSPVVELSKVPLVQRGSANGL
procasp7 counter: procaspase-7 activators, primary screen, counter-screen for procaspase-3 activator project, biochemical, absorbance, HTS, human. 0.093% of 330,000 active. Caspase-7 (Homo sapiens), P55210. recombinant procaspase-7, Ac-DEVD-pNA absorbance 405 nm; D23A/D198A/D206A triple mutant, cannot self-cleave; scale: DMSO 0, 5 µM enzyme 100. activation, % at 8.5 µM;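 active = percent activation above the screen-wide mean plus 3 SD, cut at about 25% in these data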
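Assay system: Uncleavable procaspase-7 mutant enzyme / Input: 2 µM procaspase-7 mutant as dispensed / Dosing: single nominal 8.5 µM compound dose, 0.8% DMSO final / Timing: 1 h enzyme–compound preincubation and 2 h substrate reaction, both 25 °C / Detection: p-Nitroaniline absorbance at 405 nm, read at 0 and 120 min / Replication: singlicate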
VLA-4 inh: inhibition in human VLA-4 binding assay, primary screen, VLA-4 allosteric modulator project, MLPCN library, flow cytometry, VLA-4 expressing cells | ligand binding flow cytometry | AID 2557, 2010 | 0.2% of 330,000 active | inhibition, % (about 7 µM as worked out from the volumes in the protocol) | Integrin alpha-4 (Homo sapiens), P13612; in the data active = inhibition above about 50%
CTSL1 counter: Fasciola hepatica cathepsin L1 inhibitors, primary screen, counter-screen for PFM18AAP inhibitor project, biochemical, QFRET, fluorogenic peptide substrate | inhibition, % at 5.96 µM | recombinant F. hepatica cathepsin L1, Z-Leu-Arg-MCA fluorescence | 0.49% of 300,000 active | AID 1906, 2009;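 active = inhibition above the mean of all tested compounds plus 3 SD, set per screening campaign, cut at about 17% in these data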;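 also: 0% = plate median of test compound wells and 100% = 1 µM Z-Phe-Ala-diazomethylketone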
PP1 inh: PP1-alpha phosphatase inhibitors, primary screen, counter-screen for PP5 inhibitor project, biochemical, fluorescence, OMFP substrate, single point; inhibition, % at 6.7 µM; AID 2235, 2010; purified PP1alpha; Serine/threonine-protein phosphatase PP1-alpha catalytic subunit (Homo sapiens), P62136; 0.9% of 320,000 active;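 active = inhibition above the mean inhibition of all tested compounds plus 3 SD, computed separately for each screening campaign, cut at about 15% in these data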
proCasp3 act: activators of human procaspase-3 D3A mutant, primary screen, biochemical, absorbance, PC-3 D3A mutant, single concentration; recombinant procaspase-3 D3A, Ac-DEVD-pNA absorbance 405 nm; activation, % at 8.5 µM; 0.11% of 330,000 active;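 active = activation above the mean of all tested compounds plus 3 SD, cut at about 21% in these data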;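 also: 0% = DMSO alone and 100% = DMSO wells spiked with extra 5 µM PC-3 D3A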
Target sequence (P42574 whole entry D9A/D28A/D175A): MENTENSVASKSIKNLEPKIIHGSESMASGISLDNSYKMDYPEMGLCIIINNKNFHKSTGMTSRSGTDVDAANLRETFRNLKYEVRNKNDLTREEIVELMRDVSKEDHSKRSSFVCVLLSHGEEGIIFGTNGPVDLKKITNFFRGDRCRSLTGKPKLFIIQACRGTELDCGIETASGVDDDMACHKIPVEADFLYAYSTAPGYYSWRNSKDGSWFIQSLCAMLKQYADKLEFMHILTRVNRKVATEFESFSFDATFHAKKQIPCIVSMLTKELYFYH
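Assay system – Procaspase-3 D3A mutant · Benchmarks – DMSO low control, extra-enzyme high control · Technique – 405 nm absorbance of p-nitroaniline, reads at 0 and 120 min · Doses – 8.5 µM nominal · Measure – % activation between DMSO and enzyme-spiked controls · Also added – Ac-DEVD-pNA chromogenic peptide substrate · Schedule – 1 h compound preincubation, 2 h substrate hydrolysis at 25 °C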
* = called active by the depositor; nt = no result given; & = joins results of further samples.

SMILES	JMJD2C inh	PP5 primary	core dimer inh	GRK2 aptamer HTS	procasp7 counter	VLA-4 inh	CTSL1 counter	PP1 inh	proCasp3 act
COc1ccccc1N1CCN(C(=O)c2cccc(N3C(=O)C4C5C=CC(C5)C4C3=O)c2)CC1 (stereo not given)	3	-0.2	2	0	-5	-6	-4	0	-1
CNC(=O)c1cc(NC(=O)CCn2nc(-c3ccc(C)cc3)c3ccccc3c2=O)ccc1OC	1	0.9	2	2	4	1	-2	-2	1
CC1CCN(c2nc3nonc3nc2Nc2ccc(F)cc2)CC1	28	3.3	3	1	-5	-2	-12	1	0
CC1(c2nnc(-c3ccncc3)o2)CC(c2c(Cl)cccc2Cl)=NO1 (stereo not given)	-7	0.3	2	0	-3	2	-5	1	-2
Cc1ccc(NC(=O)COC(=O)Cn2nc(-c3ccc(F)cc3)oc2=O)cc1C	10	nt	nt	1	15	0	nt	nt	3
Cc1ccc2nc(-c3cccnc3)oc2c1	4	-0.8	-7	1	12	-2	-4	0	1
CCOc1ccc2[nH]c(=O)c(=O)[nH]c2c1	nt	0.0	4	10	5	3	7	-1	10
N#CCCn1cc(/C=N/NC(N)=S)c(-c2ccccc2)n1	8	-1.4	-3	2	4	4	4	1	-1
COc1ccc(Cl)cc1Nc1ncnc2sc(C)c(S(=O)(=O)N3CCC(C)CC3)c12	-8	2.4	-10	0	1	0	-4	4	11
CCOC(=O)N1CCN(CC(O)COc2ccc3c(c2)CCC3)CC1 (stereo not given)	nt	4.2	-1	1	6	5	-5	0	3
CCS(=O)(=O)N1CCC(N2CCC(C)CC2)CC1	5	0.1	-1	0	-4	-1	0	-1	0
COc1ccc(C(=O)NC2=NCCS2)cc1S(=O)(=O)N1CCCCC1C (stereo not given)	31	-0.9	2	1	6	22	1	0	2
CC(OC(=O)CN1C(=O)NC2(CCCC2)C1=O)C(=O)Nc1cccc(Cl)c1 (stereo not given)	61	1.2	-4	0	-4	9	-16	-3	1
Nc1sc2c([n+]1CCCS(=O)(=O)[O-])CCCC2	-7	-4.3	-5	3	-18	-6	-2	-10	-1
COc1cccc(CNc2nc3nc(C)cc(C)n3n2)c1	-32	1.6	-1	1	0	-2	4	3	0
CC(=O)Nc1ccc(S(=O)(=O)N2CCN(c3cc(C)nc4ncnn34)CC2)cc1	-6	-3.7	1	0	2	12	-8	4	0
O=C(Nc1ccccc1F)N(CCCN1CCOCC1)Cc1cc2cc3c(cc2[nH]c1=O)OCCO3	3&-5	2.2	2	2	8	6	5	0	2
CCc1ccccc1NC(=S)N1N=CCC1c1ccccc1 (stereo not given)	14	2.8	1	2	-6	4	-4	-1	8
CCOC(=O)c1sc2nc(C)nc(SCC(N)=O)c2c1C	-1	1.0	-15	0	-3	-5	-3	0	-2
NS(=O)(=O)c1ccc(CNC(=O)CNC(=O)Cc2ccccc2)cc1	-13	1.4	-11	1	-2	-2	3	-5	-1
CCCN1CCN(S(=O)(=O)c2cc3c(cc2C)NC(=O)CO3)CC1	-3	1.9	-5	1	22	15	-2	-5	5
O=C(NC(=S)Nc1cccc2ncccc12)c1ccccc1	-32	1.1	0	3	-17	0	-2	-2	-9
O=C(O)C1CN(c2ncccc2[N+](=O)[O-])C1	23	0.2	-1	1	4	-7	3	1	-6
Cc1ccc(-n2cccc2/C=C2/NC(=O)N(CC(=O)Nc3cccc(C)c3)C2=O)cc1	6	-1.3	21	2	-5	14	5	14	-4
CC(C)(C)NC(=O)C(c1ccco1)N(C(=O)Cn1nnc(-c2ccc(F)cc2)n1)c1ccccc1F (stereo not given)	26&6	2.2	5	2	1	5	-1	3	-2
O=C(O)c1cc(C(F)(F)F)nc2ccccc12	7	0.3	4	nt	-1	nt	-1	-2	2
CCOC(=O)C1=C(C)OC(N)=C(C#N)C1c1ccoc1 (stereo not given)	-3	-2.8	-4	1	-6	2	-1	2	3
Nc1cc(Cl)ccc1C(=O)OCC(=O)NCC1CCCO1 (stereo not given)	-2	nt	nt	4	-1	-4	nt	nt	7
COc1ccc(N(CC(=O)NCCc2ccc(Cl)cc2)S(=O)(=O)c2c(C)[nH]c(=O)[nH]c2=O)cc1	-7	-1.5	5	3	-2	40	2	-7	2
O=[N+]([O-])c1ccc(O)c(-c2nc(-c3ccccc3)c(-c3cccs3)[nH]2)c1	5	1.4	15	0	8	10	4	-1	-8
COCC(=O)N1CCCC(C(=O)c2ccc(-c3ccccc3)c(F)c2)C1 (stereo not given)	0	-0.6	8	0	-1	7	0	4	-3
Cc1nn(C)c(Cl)c1S(=O)(=O)N1CCC(CO)(CCc2ccccc2)CC1	-16	-0.3	1	0	-2	-10	0	-4	-6
O=C(CSc1nnc2ccc3ccccc3n12)N1CCOCC1	-1	0.8	-4	0	2	-5	0	0	-1
COCCNc1nnc(SCC(=O)N2CCN(S(=O)(=O)c3ccccc3)CC2)s1	-44&3	-0.5	0	0	-2	-4	-5	0	-5
CC(C)CN1CCC(=O)N(CCN=[N+]=[N-])CC1	2	2.3	-9	0	16	-14	2	-1	4
Cc1ccc(C(=O)N/N=C/c2c(O)ccc3ccccc23)cn1	2	-3.8	-5	3	9	3	3	10	18
NC(=O)C1=C[C@@H](c2ccc3c(c2)OCO3)C[C@@H](OCCCCO)O1	0	1.7	5	4	-5	1	0	-1	3
O=C(CSc1ccc([N+](=O)[O-])cn1)Nc1ccc2c(c1)OCO2	8	2.1	8	2	-3	1	5	2	-3
N#C/C(=C(/O)COC(=O)COc1ccc(Cl)cc1)c1nc2ccccc2[nH]1	5	0.3	13	0	-4	-32	2	5	-10
COc1cc(/C=C(\C#N)C(=O)NCC2CCCO2)ccc1OCCC(C)C (stereo not given)	-7	-2.4	3	0	9	1	0	-2	6
COc1ccc(C2(CNC(=O)c3ccc(OC)c([N+](=O)[O-])c3)CCCCC2)cc1OC	-11	-0.4	-2	1	3	-2	3	3	-2
CC(=O)Nc1nnc(Cc2c[nH]c3ccccc23)s1	12	-0.3	3	0	18	-2	5	-1	4
CCN(CC)CCCNC(=O)c1cn(C)c2ccc(S(=O)(=O)N(C)C3CCCCC3)cc2c1=O	2	-0.7	-7	1	6	5	-1	-2	-2
O=C(COc1ccc(Cl)cc1)NCc1ccncc1	3	-1.4	4	0	7	-5	4	-3	-4
CSc1cccc(NC(=O)CCNS(=O)(=O)c2ccc3[nH]c(=O)oc3c2)c1	2	-0.1	1	1	-5	15	1	-2	-6
COc1ccc(/C=C2\SC(=O)N(CCNC(=O)C3CCN(S(=O)(=O)c4cccs4)CC3)C2=O)cc1	5	0.3	8	1	6	-7	3	1	-3
O=C(CSCc1cccc(Cl)c1)OCc1nc2ccsc2c(=O)[nH]1	2	2.1	-1	0	-2	12	-9	-3	-5
COc1cccc(NC(=O)CCC2CCN(C(=O)C3CC=CCC3)CC2)c1 (stereo not given)	-1	-0.9	-16	0	14	0	1	3	3
Cc1ccc(NC(=O)CCC(=O)NNC(=O)Cc2ccccc2)cc1C	2	1.5	1	0	5	23	-4	-3	5
COc1ccc(-c2sc3ccccc3c2-c2ccc(OCCN(C)C)cc2)cc1	15	nt	nt	0	1	67*	nt	nt	-2
Cc1ccc(C(=O)c2c(C)oc3c2C(=O)C(=O)c2ccccc2-3)cc1	4	5.1	11	4	-2	10	-6	-1	-1
CSC1=C(C#N)C(=O)NC(c2ccccc2O)S1 (stereo not given)	-17	3.3	5	0	-7	1	2	-3	1
Cc1ccccc1NC(=O)Cc1cccc(C(F)(F)F)c1	-13	-0.1	-3	0	8	8	1	-6	0
COc1cc(NC(=O)COc2cc(O)c3c(c2)OC(C)(C)CC3=O)cc(OC)c1OC	nt	4.2	1	0	2	5	4	1	-10
Cc1ccc(C(=O)CSc2nnc(-c3ccco3)n2CC2CCCO2)cc1 (stereo not given)	8	-2.5	8	0	-6	11	2	-1	-3
CN(C)C(=O)C(=O)c1c(-c2ccccc2)cc2ccccn12	-1	2.2	-11	2	6	6	0	-1	3
O=C(Nc1ccccc1)Nc1n[nH]c2nnc(-c3ccccc3)c(-c3ccccc3)c12	28	3.0	10	1	5	-21	-3	11	8
Cn1c(=O)c2c(SCC(=O)NCC3CCCO3)nc(-c3ccccc3Cl)nc2n(C)c1=O (stereo not given)	-6	1.2	14	4	0	-11	4	-3	0
O=C(COC(=O)c1cc[n+]([O-])cc1)Nc1ccc(Cl)cc1C(F)(F)F	-4	2.2	-1	0	10	7	-2	-3	4
CN(CC(=O)N1CCN(c2cccc(Cl)c2)CC1)S(=O)(=O)c1cnc[nH]1	1	1.1	-6	5	2	-8	-3	-2	-4

A different layout for three compounds above.
SMILES | JMJD2C inh | PP5 primary | core dimer inh | GRK2 aptamer HTS | procasp7 counter | VLA-4 inh | CTSL1 counter | PP1 inh | proCasp3 act
Cc1ccc(C(=O)CSc2nnc(-c3ccco3)n2CC2CCCO2)cc1 (stereo not given) | 8 | -2.5 | 8 | 0 | -6 | 11 | 2 | -1 | -3
CN(C)C(=O)C(=O)c1c(-c2ccccc2)cc2ccccn12 | -1 | 2.2 | -11 | 2 | 6 | 6 | 0 | -1 | 3
O=C(Nc1ccccc1)Nc1n[nH]c2nnc(-c3ccccc3)c(-c3ccccc3)c12 | 28 | 3.0 | 10 | 1 | 5 | -21 | -3 | 11 | 8

Other structures.
SMILES	JMJD2C inh	PP5 primary	core dimer inh	GRK2 aptamer HTS	procasp7 counter	VLA-4 inh	CTSL1 counter	PP1 inh	proCasp3 act
CCC(C)NC(=O)c1c(-c2cc(Cl)c(OC)c(Cl)c2)noc1C (stereo not given)	-16	2.2	0	2	-3	12	5	-1	5
COc1ccc(Br)cc1CN(C)CC(=O)Nc1c(Cl)cccc1Cl	8	-1.1	-1	0	1	-11	1	-6	3
COc1ccc(C(=O)NC2CCCCC2)cc1S(=O)(=O)N1CCOCC1	-3	0.4	11	0	4	12	2	-4	-1
COc1ccc(C(=O)c2c[nH]c(C(=O)NCC3CCCO3)c2)cc1 (stereo not given)	-12	-4.3	2	0	-6	6	2	-12	-3
COCC(C)NC(=O)c1cccc(Cl)c1 (stereo not given)	8	1.2	-11	6	2	9	-3	2	-1
CCOc1ccccc1-c1nc(CN2CCCC2c2nccs2)c(C)o1 (stereo not given)	-6	1.4	12	0	12	11	0	-3	-3
CCN(CC(=O)NCc1cccs1)C(=O)C(c1ccccc1)c1ccccc1	-11	-0.3	10	1	12	-2	3	-2	3

Bioassay records deposited in PubChem by several laboratories.
